CAL PDZ FP-1: human CAL PDZ-peptide interaction inhibition; 330,000 tested, 0.02% active; purified CAL PDZ, TMR-peptide fluorescence polarization, 1 h; AID 504414; inhibition, % at 20 µM;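 active = highest replicate inhibition of at least 40%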;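 also: plate controls were DMSO neutral control wells for no effect and unlabeled competitor peptide control wells for full effect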
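Material: tagged CAL PDZ protein CerCALP, purified; buffer or medium: sodium phosphate/NaCl buffer pH 7.4 with TCEP, IgG, Thesit; also added: fluorescent TMR peptide probe; schedule: 1 h incubation at room temperature before polarization reading; technique: fluorescence polarization from S- and P-plane intensities, G-factor corrected; control set: unlabelled peptide and DMSO controls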
MITF act: activators of MITF-driven TRPM1 promoter activity in SK-MEL-5 cells. SK-MEL-5 TRPM1-promoter luciferase, 24 h; % of positive control, neutral wells = 0. 300,000 tested, 0.75% active. AID 588334. activation, % at 12.5 µM;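 active = mean activation of at least 80% with every replicate also reaching 80%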;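 also: 0% = neutral control wells and 100% = parthenolide positive control wells; values of inactives mirror those of a sister screen read the other way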
V-ATPase pH: regulators of yeast V-ATPase proton transport; 350,000 tested, 0.37% active; S. cerevisiae, pHLuorin cytosolic pH fluorescence; response, % at 10 µM; in the data active = response mostly above about 7.3%, no sharp cut-off; inactive = mostly below about 5.4%; also: actives read high; inactives centre near 0; some compounds called inactive have numbers as strong as hits
cardiac RTF act: cardiac RTF calcium sensitization | P19429+P45379 | IANBD-labeled TnC RTF fluorescence at EC20 calcium; 0% EC20 calcium, 100% full calcium | activation, % at 7.2 µM | 340,000 tested, 0.24% active | AID 493008;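 active = activation above the mean over all tested compounds plus 3 SD, cut at about 30% in these data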;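 also: rise in fluorescence read as greater calcium sensitivity of cardiac thin filaments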
CAL PDZ FP-2: inhibitors of human CAL PDZ peptide binding; 300,000 tested, 0.92% active; AID 602252; purified CAL PDZ, TMR-peptide fluorescence polarization, 1 h; inhibition, % at 24.9 µM; Q9HD26;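 active = mean inhibition of at least 30% with at least half of replicates also reaching 30%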;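 also: 0% = DMSO neutral control and 100% = excess unlabeled competitor peptide PRC23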
CDK5 inh: inhibitors of human CDK5/p35 kinase | Q00535+Q15078 | Recombinant CDK5/p35, ADP-Glo luminescence, 60 min | inhibition, % at 10 µM | 330,000 tested, 0.01% active;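 active = highest replicate inhibition of at least 50% and at least 75% of replicates reaching 50%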;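 also: plate controls were DMSO neutral control for no effect and GW8510 at 10 µM for full effect; many of its hits are not listed in these tables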
Target sequence (Q00535 whole entry, looked up): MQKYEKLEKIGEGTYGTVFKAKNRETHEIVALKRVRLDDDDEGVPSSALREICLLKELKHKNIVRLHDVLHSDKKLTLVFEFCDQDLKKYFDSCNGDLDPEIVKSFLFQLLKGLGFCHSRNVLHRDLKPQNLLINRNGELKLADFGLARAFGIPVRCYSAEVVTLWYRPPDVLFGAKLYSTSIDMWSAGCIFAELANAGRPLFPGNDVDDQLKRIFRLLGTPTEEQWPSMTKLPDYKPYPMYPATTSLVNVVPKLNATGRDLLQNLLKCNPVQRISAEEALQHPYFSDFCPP
Target sequence (Q15078 whole entry, looked up): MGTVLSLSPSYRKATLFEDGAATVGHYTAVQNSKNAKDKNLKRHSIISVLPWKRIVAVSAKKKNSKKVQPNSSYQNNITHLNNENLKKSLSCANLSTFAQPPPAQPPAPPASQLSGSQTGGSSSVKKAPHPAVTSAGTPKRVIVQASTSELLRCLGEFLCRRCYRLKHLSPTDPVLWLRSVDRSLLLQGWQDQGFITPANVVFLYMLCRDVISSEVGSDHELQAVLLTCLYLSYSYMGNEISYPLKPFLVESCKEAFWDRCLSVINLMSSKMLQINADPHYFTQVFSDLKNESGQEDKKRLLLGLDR
Tat transport: blocks Tat-dependent protein export in E. coli; E. coli MC4100 TorA-mCherry Tat export, fluorescence; inhibition, % at 10 µM; 340,000 tested, 0.036% active; AID 488895;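 active = mean replicate inhibition at least 50% and at least half of replicates individually reaching 50%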;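 also: exported cargo escapes ClpAP degradation while cytoplasmic cargo is degraded and loses fluorescence; 0% = median of neutral control wells and 100% = median of NaSCN control wells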
Rtt109 HAT inh: C. albicans Rtt109 histone acetyltransferase inhibition; AID 540336; purified Rtt109/Vps75, ThioGlo CoA-SH fluorescence, 4 h; Q5AAJ8; inhibition, % at 34.9 µM; 330,000 tested, 0.16% active;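 active = inhibition of at least 50% in every replicate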
dFosB act: mouse delta FosB homodimer activation; P13346; activation, % at 25 µM; purified delta FosB, TAMRA-CDK5 oligo fluorescence polarization; percent of positive-control signal above neutral wells; 340,000 tested, 0.99% active;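 active = mean activation above about 17%, with every replicate also reaching it, limit read from the data, passing the limit was not always enough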;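 also: fluorescence polarization rise as delta FosB binds a TAMRA Cdk5 AP-1 oligo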
Target sequence (P13346 whole entry, looked up): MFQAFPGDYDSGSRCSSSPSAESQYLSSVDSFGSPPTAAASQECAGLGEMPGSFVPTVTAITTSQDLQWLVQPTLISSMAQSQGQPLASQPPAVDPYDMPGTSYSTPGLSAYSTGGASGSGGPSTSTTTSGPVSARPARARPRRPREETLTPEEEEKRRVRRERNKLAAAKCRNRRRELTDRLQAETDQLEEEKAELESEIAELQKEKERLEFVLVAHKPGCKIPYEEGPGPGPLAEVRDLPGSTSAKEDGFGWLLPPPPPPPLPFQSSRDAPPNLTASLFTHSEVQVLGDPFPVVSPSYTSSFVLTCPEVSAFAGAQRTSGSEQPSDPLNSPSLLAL
Wnt act: activates Wnt/beta-catenin signaling in a reporter cell assay; activation, % at 9.35 µM; activator, plate reader; AID 743398; 300,000 tested, 1.2% active; in the data active = activation above about 30%, passing the limit was not always enough;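 also: 0% = neutral control wells and 100% = positive control wells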
Starred values were filed as active, the others as inactive.

Screening Cc1cc(C(=O)N(C)CC2CCCN(CCc3ccc(F)cc3)C2)c(C)o1 (stereo unspecified) returned CAL PDZ FP-1 -1.2, MITF act -13, V-ATPase pH -2, cardiac RTF act -3, CAL PDZ FP-2 -5, CDK5 inh 0.7, Tat transport 0, Rtt109 HAT inh -5, dFosB act -5 and Wnt act -1.
`O=C(Nc1ccccc1N1CCOCC1)c1cccc(S(=O)(=O)Nc2ccccc2F)c1` gave CAL PDZ FP-1 -0.9, MITF act 0, V-ATPase pH -2, cardiac RTF act -3, CAL PDZ FP-2 5, CDK5 inh 1.5, Tat transport 3, Rtt109 HAT inh 4, dFosB act -1 and Wnt act 1.
`O=C(CN(C(=O)CCC(=O)Nc1ccccn1)c1ccc2c(c1)OCO2)NCc1ccc(F)cc1` gave CAL PDZ FP-1 -3.0, MITF act 6, V-ATPase pH 5, cardiac RTF act 1, CAL PDZ FP-2 -6, CDK5 inh 0.7, Tat transport 4, Rtt109 HAT inh 8, dFosB act -5 and Wnt act 1.
For O=C(O)c1ccccc1-c1ccccc1C(=O)Nc1nc2ccccc2s1 the results were CAL PDZ FP-1 -3.8, MITF act 3, V-ATPase pH 1, cardiac RTF act -1, CAL PDZ FP-2 -3, CDK5 inh -3.8, Tat transport 5, Rtt109 HAT inh 0, dFosB act 2 and Wnt act 5.
N#CCSc1nc(N)c(C#N)c(C2CCCCC2)c1C#N was read as CAL PDZ FP-1 -1.2, MITF act 12, V-ATPase pH -2, cardiac RTF act -1, CAL PDZ FP-2 -2, CDK5 inh -1.3, Tat transport -4, Rtt109 HAT inh 19 and dFosB act -5.
For COc1ccc2[nH]c(=O)c(CN(C)C(=O)C3CCCCC3)cc2c1 the results were CAL PDZ FP-1 -0.9, MITF act -4, V-ATPase pH 5, cardiac RTF act 1, CAL PDZ FP-2 -2, CDK5 inh -0.2, Tat transport -3, Rtt109 HAT inh -12 and dFosB act 4.
CC(C(=O)N1c2ccccc2CC1C)N1CCN(S(=O)(=O)c2ccccc2F)CC1 (stereo unspecified) was read as CAL PDZ FP-1 -1.1, MITF act -5, V-ATPase pH 0, cardiac RTF act 1, CAL PDZ FP-2 -24, CDK5 inh 0.6, Tat transport -3, Rtt109 HAT inh 6, dFosB act -13 and Wnt act -3.
CCC(=O)Nc1cc2c(cc1Cl)-c1ccccc1C2 was read as CAL PDZ FP-1 -0.3, MITF act 16, V-ATPase pH 5, cardiac RTF act -5, CDK5 inh -1.3, Tat transport 2, Rtt109 HAT inh 0, dFosB act -2 and Wnt act 17.
For CCCCNC(=O)N1CCN(Cc2ccc(F)cc2)CC1 the results were CAL PDZ FP-1 -1.1, MITF act 3, V-ATPase pH 0, cardiac RTF act 7, CAL PDZ FP-2 -1, CDK5 inh 2.6, Tat transport -1, Rtt109 HAT inh 1, dFosB act -7 and Wnt act -2.
CCC(CC)C(=O)c1c[nH]c(C(=O)N2CCN(c3ccccc3)CC2)c1 was read as CAL PDZ FP-1 -2.8, MITF act 5, V-ATPase pH 0, cardiac RTF act -2, CAL PDZ FP-2 -3, CDK5 inh -1.7, Tat transport 0, Rtt109 HAT inh -3, dFosB act -7 and Wnt act 0.
Screening Cn1c(=O)c2c(ncn2CC(=O)N2CCCc3ccccc32)n(C)c1=O returned CAL PDZ FP-1 -0.7, MITF act 5, V-ATPase pH 6, cardiac RTF act -2, CAL PDZ FP-2 -1, CDK5 inh -0.3, Tat transport -3, Rtt109 HAT inh -5, dFosB act -4 and Wnt act -1.
For COc1cc(/C=N/NC(=O)Cc2nnc(N)s2)cc(OC)c1OC the results were CAL PDZ FP-1 -0.4, MITF act 12, V-ATPase pH -3, cardiac RTF act 2, CAL PDZ FP-2 -5, CDK5 inh -0.2, Tat transport -2, Rtt109 HAT inh 3, dFosB act 1 and Wnt act 6.
For CC(C)(C)OC(=O)C[C@H]1C/C=C\C[C@@H](CC(=O)NCCO)C(=O)NCCOC1=O the results were CAL PDZ FP-1 -0.9, MITF act -1, V-ATPase pH 1, cardiac RTF act -5, CAL PDZ FP-2 1, CDK5 inh 0.0, Tat transport -3, Rtt109 HAT inh -5, dFosB act 1 and Wnt act 0.
For COc1ccc(-c2cc(C(=O)NNC3=NCCC3)c3c(C)nn(-c4ccccc4)c3n2)cc1 the results were CAL PDZ FP-1 -0.3, MITF act -8, V-ATPase pH -4, cardiac RTF act -1, CAL PDZ FP-2 -5, CDK5 inh -0.8, Tat transport 6, Rtt109 HAT inh -14, dFosB act -11 and Wnt act -2.
Screening Cc1c(NS(=O)(=O)c2ccc3c(c2)Cc2ccccc2-3)c(=O)n(-c2ccccc2)n1C returned CAL PDZ FP-1 -1.2, MITF act -5, V-ATPase pH -2, cardiac RTF act 3, CDK5 inh -2.6, Tat transport -6, Rtt109 HAT inh -5, dFosB act -12 and Wnt act 0.
Screening Cc1cccc(NC(=O)C2CCN(C(=O)c3ccccc3C)CC2)n1 returned CAL PDZ FP-1 0.3, MITF act -11, V-ATPase pH 0, cardiac RTF act -11, CDK5 inh 1.2, Tat transport -8, Rtt109 HAT inh 2, dFosB act 0 and Wnt act -1.
For COc1ccc(OCC(=O)N2c3ccccc3CC2C)c([N+](=O)[O-])c1 (stereo unspecified) the results were CAL PDZ FP-1 0.1, MITF act 11, V-ATPase pH -1, cardiac RTF act 3, CAL PDZ FP-2 2, CDK5 inh 3.4, Tat transport 5, Rtt109 HAT inh 1, dFosB act 0 and Wnt act 1.
For COc1cc(NC(=S)NCCc2c[nH]c3ccccc23)c(OC)cc1Cl the results were CAL PDZ FP-1 0.6, MITF act 6, V-ATPase pH -1, cardiac RTF act 12, CAL PDZ FP-2 -5, CDK5 inh -2.2, Tat transport 5, Rtt109 HAT inh 11 and dFosB act 0.
`CC(=O)N(C(C)=O)c1c(N2CCCC2)c2ccccc2oc1=O` gave CAL PDZ FP-1 -1.1, MITF act -13, V-ATPase pH 1, cardiac RTF act 0, CAL PDZ FP-2 -1, CDK5 inh -0.9, Tat transport 3, Rtt109 HAT inh -6, dFosB act -6 and Wnt act 1.
For O=C(NCc1ccccc1)C1=C[C@@H](c2ccccc2)C[C@@H](OCc2ccc(CO)cc2)O1 the results were CAL PDZ FP-1 -1.6, MITF act -6, V-ATPase pH 0, cardiac RTF act 2, CAL PDZ FP-2 -1, CDK5 inh 0.4, Tat transport -14, Rtt109 HAT inh -1, dFosB act -8 and Wnt act 0.
For Cc1nn(C)c(C)c1CN(C)S(=O)(=O)c1ccc(F)cc1 the results were CAL PDZ FP-1 0.0, MITF act -8, V-ATPase pH 0, cardiac RTF act 4, CAL PDZ FP-2 0, CDK5 inh -1.3, Tat transport -2, Rtt109 HAT inh -6 and dFosB act 1.
Screening CN(NC(=O)c1ccccc1Cl)c1ncc(C(F)(F)F)cc1Cl returned CAL PDZ FP-1 -0.5, MITF act -9, V-ATPase pH -5, cardiac RTF act 0, CAL PDZ FP-2 -4, CDK5 inh 1.2, Tat transport -3, Rtt109 HAT inh -11, dFosB act 0 and Wnt act 2.
For CC1CCCN(CCCNC(=O)C2CCC(CNS(=O)(=O)c3cccc4nsnc34)CC2)C1 (stereo unspecified) the results were CAL PDZ FP-1 0.0, MITF act 15, V-ATPase pH -2, cardiac RTF act 6, CAL PDZ FP-2 4, CDK5 inh -1.0, Tat transport 3, Rtt109 HAT inh -3 and dFosB act -3.
For COCCSc1nc2c(c(=O)[nH]c(=O)n2C)n1CCC(C)C the results were CAL PDZ FP-1 -3.0, MITF act 6, V-ATPase pH -3, cardiac RTF act 6, CDK5 inh 0.4, Tat transport -12, Rtt109 HAT inh 6, dFosB act 4 and Wnt act -3.
Screening Cc1ccc(NC(=O)c2onc(C)c2Cl)cc1 returned CAL PDZ FP-1 0.1, MITF act 23, V-ATPase pH 4, cardiac RTF act 7, CDK5 inh 0.0, Tat transport -3, Rtt109 HAT inh -3, dFosB act 4 and Wnt act 1.
Screening CCCOc1ccc(C(=O)NC(=S)Nc2nc(C)c(C(=O)N(C)C)s2)cc1 returned CAL PDZ FP-1 -1.9, MITF act 11, V-ATPase pH -2, cardiac RTF act -4, CAL PDZ FP-2 -1, CDK5 inh 1.3, Tat transport 2, Rtt109 HAT inh 5 and dFosB act -12.
For N/C(=N\N=C\c1cccc(O)c1)c1nonc1N the results were CAL PDZ FP-1 -1.4, MITF act 7, V-ATPase pH -1, cardiac RTF act 0, CAL PDZ FP-2 -3, CDK5 inh 4.7, Tat transport -4, Rtt109 HAT inh -3, dFosB act -9 and Wnt act 14.
Screening COc1ccc(NC(=O)Nc2c(C)n(C)n(-c3ccccc3)c2=O)cc1 returned CAL PDZ FP-1 -0.2, MITF act 18, V-ATPase pH 3, cardiac RTF act 0, CDK5 inh 0.3, Tat transport -6, Rtt109 HAT inh -7, dFosB act -7 and Wnt act 1.
Screening S=C(NCCc1ccccn1)Nc1ccccc1Cl returned CAL PDZ FP-1 -1.4, MITF act 8, V-ATPase pH 1, cardiac RTF act -8, CAL PDZ FP-2 1, CDK5 inh 0.3, Tat transport -4, Rtt109 HAT inh 31, dFosB act -7 and Wnt act 2.
`Cc1ccc(Cn2nc(-c3ccccc3)nc2-c2ccccc2)cc1` gave CAL PDZ FP-1 -0.1, MITF act 63, V-ATPase pH -7, cardiac RTF act -4, CAL PDZ FP-2 0, CDK5 inh -2.0, Tat transport 1, Rtt109 HAT inh 0, dFosB act -6 and Wnt act 55*.
Screening COc1ccc2[nH]cc(CCNC(=O)Nc3ccccc3)c2c1 returned CAL PDZ FP-1 -1.0, V-ATPase pH -3, cardiac RTF act -4, CAL PDZ FP-2 -5, CDK5 inh 1.2, Tat transport -1, Rtt109 HAT inh -2, dFosB act 7 and Wnt act 0.
Screening CCOC(=O)N1CCN(Cc2c(NC(=O)c3ccco3)sc(C)c2C)CC1 returned MITF act 8, V-ATPase pH -3, cardiac RTF act -3, CAL PDZ FP-2 -7, CDK5 inh -1.0, Tat transport 1, Rtt109 HAT inh -6, dFosB act -4 and Wnt act -21.
`CCN(CC)CC(=O)Nc1nn(-c2ccccc2)nc1C(N)=O` gave V-ATPase pH 7, cardiac RTF act 15, CAL PDZ FP-2 -2, CDK5 inh -2.8, Tat transport 0, Rtt109 HAT inh -12 and dFosB act -1.
Screening Brc1ccc(-c2cn3c(n2)SCC3)cc1 returned CAL PDZ FP-1 -0.5, MITF act 66, V-ATPase pH -1, cardiac RTF act 0, CAL PDZ FP-2 -3, CDK5 inh 2.7, Tat transport -4, Rtt109 HAT inh -12, dFosB act 2 and Wnt act 42*.

By substructure, the entries above with an aryl thioether with sulfur outside any ring (2)
N#CCSc1nc(N)c(C#N)c(C2CCCCC2)c1C#N was read as CAL PDZ FP-1 -1.2, MITF act 12, V-ATPase pH -2, cardiac RTF act -1, CAL PDZ FP-2 -2, CDK5 inh -1.3, Tat transport -4, Rtt109 HAT inh 19 and dFosB act -5.
For COCCSc1nc2c(c(=O)[nH]c(=O)n2C)n1CCC(C)C the results were CAL PDZ FP-1 -3.0, MITF act 6, V-ATPase pH -3, cardiac RTF act 6, CDK5 inh 0.4, Tat transport -12, Rtt109 HAT inh 6, dFosB act 4 and Wnt act -3.

Screens as filed in PubChem BioAssay.
